# PAX8 reporter: inhibitors of PAX8-driven TPO luciferase reporter, primary screen, RMG-I cells, single concentration; SteadyGlo, 24 h; inhibition, % at 12.6 µM; 360,000 compounds, 1.2% hits;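 active = mean replicate inhibition at least 60% with every replicate also reaching 60%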;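 note: luciferase light reporting Pax8 driven TPO promoter activity; plate controls were median of neutral control wells for no effect and mitoxantrone controls for full effect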
# LGR2 inh: inhibitors of bursicon-induced LGR2 CRE-luciferase signal, primary screen, cell-based, HEK293, CRE-luciferase reporter, bursicon stimulation; Drosophila bursicon receptor LGR2 (rickets); bursicon-stimulated, 4 h; inhibition, % at 9.99 µM; 380,000 compounds, 0.35% hits; AID 720647, 2013;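 active = drop in luminescence signal, shown as inhibition above about 50% in the replicate tests, limit read from the data, passing the limit was not always enough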;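 note: agonist challenge used bursicon conditioned medium at about half maximal strength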
# Cneo AK release: Cryptococcus neoformans cell lysis inducers, primary screen, AK release luminescence, single concentration; lysis activity, % at 15 µM; 360,000 compounds, 0.2% hits; C. neoformans lysis, adenylate kinase release luminescence, 4 h; normalised: neutral wells 0, clomiphene wells 100;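 active = mean lysis activity across replicates of at least 80%, whatever share of replicates individually reach that level; inactive = mean lysis activity below 80%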
#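 Material – log-phase Cryptococcus neoformans yeast cells · Input – 5 × 10^6 yeast cells/mL · Medium – fresh YPD growth medium · Doses – single compound concentration per well · Timing – static 4 h at 37 °C with compound, 1 h detection · Detection – adenylate kinase release luminescence · Read-out – signal increase indicating cell lysis · Control set – Clomiphene as positive lysis control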
# Casp6 inh: human caspase-6 inhibitors, primary screen, biochemical, VEID-R110 fluorescence, single point, set 2; P55212; purified caspase-6, Z-VEID-R110 cleavage fluorescence; inhibition, % at 12.5 µM; 350,000 compounds, 0.53% hits; AID 686996, 2013;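 active = mean inhibition across replicates at least about 35%, with every replicate also reaching that limit, limit read from the data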;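 note: 0% = median of neutral control wells and 100% = no fluorescence left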
# Target sequence (P55212 24-179 limits assumed): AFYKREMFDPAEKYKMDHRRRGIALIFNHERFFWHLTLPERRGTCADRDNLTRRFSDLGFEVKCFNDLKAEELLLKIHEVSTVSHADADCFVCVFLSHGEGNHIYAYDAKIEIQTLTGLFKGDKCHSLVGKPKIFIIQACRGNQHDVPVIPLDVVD
# Target sequence (P55212 194-293 limits assumed): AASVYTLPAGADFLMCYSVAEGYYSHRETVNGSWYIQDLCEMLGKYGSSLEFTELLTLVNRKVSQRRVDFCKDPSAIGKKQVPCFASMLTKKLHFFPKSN
# FN deposition inh: inhibitors of fibronectin matrix deposition, primary screen, AH1F cells, Alexa488-fibronectin fluorescence, plate reader; AH1F fibroblasts, overnight; inhibition, % at 12.6 µM; 350,000 compounds, 0.086% hits;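 active = mean inhibition across replicates of 30% or more, regardless of how many single replicates reach that level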;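 note: positive control wells lacked labelled fibronectin entirely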
#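 Assay system: AH1F fibroblast monolayer, labelled fibronectin deposition. Amount: 10000 cells per well. Also added: labelled fibronectin 24 nM. Compound: single-point pinned compound. Incubation: cell attachment 1 h, compound and FN exposure overnight. Detection: fluorescence after three HBSS washes, excitation 485 nm, emission 525 nm. Read-out: inhibition of fibronectin deposition signal.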
# EWS-Fli inh: EWS/Fli-driven NR0B1 reporter inhibitors, primary screen, A673 cells, NR0B1 luciferase, luminescence, MLPCN library. viability-normalised. inhibition, % at 12.6 µM. 350,000 compounds, 0.67% hits. AID 651661, 2012;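 active = mean inhibition of at least 50% after viability correction, with every replicate also passing that limit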;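 note: firefly luciferase signal divided by Alamar Blue viability fluorescence both relative to DMSO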
# PGC1a acetyl inh: inhibitors of PGC1a acetylation signal, primary screen, cell-based, U2OS, AlphaScreen, inhibitor mode; AID 651687, 2012; inhibition, % at 15.6 µM; 350,000 compounds, 0.17% hits; AlphaScreen anti-acetyl-lysine; with virally co-expressed GCN5 acetyltransferase;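 active = every replicate shows inhibition of at least 40%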;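 note: 0% = neutral control wells and 100% = positive control wells; some results beyond the cut were filed as inactive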
# miR122 inh: miR-122 Renilla sensor signal increase in Huh7, primary screen, miR-122 inhibitor project, cell-based, single point, plate reader; AID 602342, 2012; activation (reporter increase), % at 12.5 µM; Huh7 miR-122 Renilla luciferase sensor, 48 h; neutral wells = 0, positive control = 100; 340,000 compounds, 0.3% hits;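 active = mean replicate activation score at least 90 and every replicate individually at or above 90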;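 note: higher luciferase means less miR-122 activity so hits act as miR-122 inhibitors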
# Starred values were filed as active, the others as inactive; · = not tested or not shown; & = joins results of further samples; [ ] = another dose, or the depositor's remark.
no.	mol	LGR2 inh	PGC1a acetyl inh	EWS-Fli inh	Casp6 inh	miR122 inh	Cneo AK release	PAX8 reporter	FN deposition inh
1	COCCNC(=O)C(=O)N/N=C(\C)CC(=O)Nc1cccnc1	-4	9	9	0	-1	3	13	1
2	O=C(NCC[C@H]1CC[C@H](NS(=O)(=O)c2ccc(F)cc2)[C@H](CO)O1)c1ccc2c(c1)OCO2	-10	-2	-2	-8	·	0	13	-32
3	CC(C)(C)OC(=O)N(CCc1ccccc1)Cc1cccc(OCc2cccc(NC(=O)C3CC3)c2)c1	8	1	10	9	2	-1	3	-4
4	CC(=O)Nc1ccc(NC(=O)CSc2ncc(C(=O)Nc3ccc(F)cc3)c(=O)n2C)cc1	8	·	-3	0	·	-4	-20	·
5	CCOC1CCCc2oc(-c3ccsc3)c(-c3cnc(OC)nc3)c21 (configuration not stated)	3	·	6	5	·	·	31	-18
6	CC(C)n1cc(NC(=O)C2CC(c3cccc(Br)c3)=NO2)cn1 (configuration not stated)	·	1	·	·	1	-1	17	0
7	CCC(NC(=O)CCc1c(C)c2cc3c(C)c(C)oc3cc2oc1=O)C(=O)N[C@@H](Cc1ccccc1)C(=O)O (some centres not stated)	15	2	0	10	-3	6	·	·
8	CCCNC(=O)C1(C)CCCN(Cc2ccc(Oc3ccccc3)cc2)C1 (configuration not stated)	7	2	20	-1	1	-2	23	8
9	COc1ccccc1C(=O)NCC(=O)OCC(=O)Nc1ccc2[nH]c(=O)[nH]c2c1	-3	·	-6	0	·	·	-19	·
10	CC1CN(S(=O)(=O)c2ccc(C(=O)Nc3nc(-c4cc5ccccc5o4)cs3)cc2)CC(C)O1 (configuration not stated)	19	·	16	-2	·	·	14	-5
11	CC(=O)c1ccc2c(c1)c(C#N)c1ccccc1[n+]2[O-]	17	2	-13	6	4	5	4	-6
12	Cc1ccccc1-c1cc(C(=O)Nc2sc(C(=O)OC(C)C)c(C)c2C#N)c2ccccc2n1	·	-5	·	·	-4	-9	81*	0
13	CCCCN(CCCC)CC(O)Cn1c2ccccc2c(=O)c2ccccc21 (configuration not stated)	-4	2	0	-1	-1	13	-10	-6
14	C[C@H](CO)N1C[C@H](C)[C@@H](CN(C)S(C)(=O)=O)Oc2ccc(NC(=O)Nc3cccc4ccccc34)cc2CC1=O	·	-7	·	1	5[16.7 µM]	59	16	·
15	COc1ccc(C2SCC(=O)N2Cc2ccccc2)cc1 (configuration not stated)	-11	6	-84	3	-4	-3	6	1
16	COc1ccc(-n2nnnc2C(c2ccccc2OC(F)(F)F)N2CCN(C/C=C/c3ccccc3)CC2)cc1 (configuration not stated)	16	-22	6	-2	-8	1	20	0
17	Cc1ccccc1-n1c(SC/C(O)=C(\C#N)c2nc3ccccc3[nH]2)nnc1-c1ccncc1	·	-5	·	·	9	1	38	2
18	CC(=O)NCCc1nc2cc(NC(=O)c3ccc(Cl)cc3)ccc2n1C	-22	·	-44	2	·	·	-160	2
19	Cc1ccc(C(=O)C2CCN(CC(=O)NCc3ccc(F)cc3)CC2)cc1	1	·	-2	·	·	3	6	0
20	CCN1C(=O)[C@H]2[C@@H](c3ccc(C(F)(F)F)cc3)N[C@]3(CCCN(Cc4ccc(C)cc4)C3=O)[C@H]2C1=O	-16	1	2	10	-1	-1	8	1
21	C[C@@H]1CN([C@@H](C)CO)C(=O)c2cc(N(C)C)ccc2O[C@@H](C)CCCCO[C@H]1CN(C)S(=O)(=O)c1ccc(F)cc1	8	9	0	-1	6[16.7 µM]	0	88*	2
22	O=C(CCC(=O)c1cccs1)Nc1ccc(N2CCCCC2)cc1	3	·	9	0	-6	1	-18	0
23	NC(=O)CC(NC(=O)Cc1ccc(Cl)cc1)c1ccc(NCc2ccccc2)c([N+](=O)[O-])c1 (configuration not stated)	0	·	3	-1	0	-1	-8	-10
24	CCN(CC)C(=S)Nc1c(C)n(C)n(-c2ccccc2)c1=O	-2	·	2	-2	·	·	-18	9
25	COCCNC(=O)C[C@H]1C[C@@H]2c3cc(NC(=O)COC)ccc3O[C@@H]2[C@H](CO)O1	-2	10	-4	1	0[16.7 µM]	0	-11	4
26	CC(C)NC(=O)N(C)C[C@@H]1Oc2ccc(NC(=O)Nc3cccc4ccccc34)cc2CC(=O)N([C@@H](C)CO)C[C@@H]1C	4	-6	-5	-1	-1[16.7 µM]	3	34	·
27	CCOC(=O)c1ccc(Nc2ncnc3nc[nH]c23)cc1	·	2	·	·	-1	-3	·	14
28	CC1(C)O[C@@H]1COc1c2ccoc2cc2oc(=O)ccc12	-3	7	-11	3	1	-2	-18	-13
29	C/C=C/c1ccccc1[C@@H]1[C@@H](CO)N(S(=O)(=O)c2cccc(F)c2)[C@H]1C#N	-3	-8	3	-1	·	·	-13	-13
30	CCCCCCn1c(Br)nc2c1c(=O)n(C)c(=O)n2C	-4	1	5	-4	·	·	0	1
31	C[C@H](CO)N1C[C@H](C)[C@H](CN(C)S(C)(=O)=O)Oc2cc(C#CC3CC3)ccc2S1(=O)=O	6	-8	-6	-1	22[16.7 µM]	3	-4	-10
32	CCn1nc(C)cc1C(=O)N(C)C1CCCN(Cc2ccccc2F)C1 (configuration not stated)	17	-1	·	-4	·	-1	·	-7
33	COC(=O)c1ccc(CN(c2ccc(C)cc2)S(=O)(=O)c2ccc3c(c2)OCCO3)o1	-2	-10	·	·	5	2	·	·
34	NS(=O)(=O)c1cc(C(=O)Nc2ccc3c(c2)OCCCO3)ccc1Cl	0	-7	-85	·	-4	1	-57	0
35	Cc1nn(CCN)c(C)c1Cl	-8	-4	13	-3	·	·	16	·
36	CCc1nc(SCC(=O)Nc2ccc(F)cc2)c2c(=O)n(C)c(=O)n(C)c2n1	29	-4	-10	-2	·	-3	-7	-1
37	S=c1sscc1-c1ccccc1	-19	0	-6	-1	·	1	-24	1
38	O=C(C1CCCCC1)N1C[C@@H]2[C@H](c3ccccc31)[C@H](CO)N2C(=O)Cc1ccccn1	1	-4	3	4	-14[16.7 µM]	20	-20	·
39	CC(=O)Nc1ccc(C(=O)OCC(=O)c2cccc([N+](=O)[O-])c2)cc1	1	3	-7	·	-6	0	21	·
40	CCOC(=O)c1c(NC(=O)C2CC2)sc2c1CC(C)(C)OC2	-9	16	-9	-3	0	·	-1	11
41	COc1ccc2c(COC(=O)[C@@H]3CCCN3S(=O)(=O)c3ccc(Cl)cc3)cc(=O)oc2c1	-3	9	-2	2	1	3	-2	-7
42	CC(C)CC(Nc1ncnc2scc(-c3ccccc3)c12)C(=O)O (configuration not stated)	-3	-4	-10	-1	5	1	-1	-17
43	COc1ccccc1C(=O)COC(=O)/C(=C/c1ccccc1)NC(C)=O	-3	14	4	2	1	·	-2	7
44	COc1cccc(CC(NC(C)=O)C(=O)NC2CCN(c3c(Cc4ccccc4)c(C)nc4ncnn34)CC2)c1 (configuration not stated)	11	-3	·	·	-7	4	·	·
45	O=C(CN=C1NS(=O)(=O)c2ccccc21)OCC(=O)c1cc(F)ccc1F	-2	-10	4	1	-6	2	-8	1
46	CCn1c(COc2ccccc2C)nnc1SCC(=O)Nc1ccc2c(c1)OCCO2	·	-24	·	·	-2	2	·	3
47	COc1ccc(S(=O)(=O)Nc2ccc3c(c2)C(=O)N([C@H](C)CO)C[C@@H](C)[C@@H](CN(C)C(=O)NC(C)C)OCCCC[C@H](C)O3)cc1	19	3	-9	0	-4[16.7 µM]	-6	-11	·
48	Clc1ccc(-c2ccccc2)cn1	-8	-2	-15	1	-4	0	-13	2
49	COc1ccc(C)cc1NC(=O)CCCN1C(=O)C(c2ccccc2)Oc2cccnc21 (configuration not stated)	-13	-8	·	-1	10	·	12	-6
50	CC(C)C(=O)Nc1cccc(-c2cnc3ccccc3n2)c1	-42	9	·	·	-6	-3	·	-2
51	C[C@@H]1CCCCO[C@@H](CN(C)S(=O)(=O)c2cn(C)cn2)[C@@H](C)CN([C@H](C)CO)C(=O)c2cc(NC(=O)c3ccncc3)ccc2O1	10	-5	-14	3	7[16.7 µM]	-1	-1	·
52	CC(=O)NCCC(=O)Nc1cc(S(=O)(=O)Nc2ccc(Cl)cc2)ccc1N1CCCC1	4	-3	-4	0	55	1	16	-7
53	CCC(C)(C#CCN1CCCCC1)OCCC#N (configuration not stated)	11	·	·	·	-2	-2	-7	-1
54	CCN(CC)S(=O)(=O)c1c(Br)cc(C)cc1Br	8	-67	4	3	-2	-2	·	·
55	C[C@H](CO)N1C[C@H](C)[C@@H](CN(C)C(=O)NC2CCCCC2)Oc2c(NS(C)(=O)=O)cccc2C1=O	-23	2&-2	-4&-13	-1&1	7&20[16.7 µM]	-1&7	-3	·
56	CC(C)NC(=O)Nc1ccc2c(c1)CC(=O)N([C@H](C)CO)C[C@@H](C)[C@@H](CN(C)C(=O)Nc1cccc3ccccc13)O2	-28	2	5	3	2[16.7 µM]	2	-5	·
57	CCCCN1C(=O)C(=O)N(CC(=O)c2ccc[nH]2)C1=O	-21	·	-14	1	2	0	-22	-6
58	CCCC#Cc1cnc2c(c1)C(=O)N([C@@H](C)CO)C[C@@H](C)[C@H](CN(C)C(=O)C1CCC1)O2	-5	10	1	0	-7[16.7 µM]	0	·	·
59	Cc1cc(C)c([N+](=O)[O-])cc1NC(=O)CCSc1ccccc1Cl	11	-17	1	3	-3	2	-5	5
60	COc1ccc(-c2cnc3c(c2)C(=O)N([C@H](C)CO)C[C@@H](C)[C@H](CN(C)Cc2ccccc2)O3)cc1	9&19	-4&0&5	0&-14&6	0&-1&-1	14	4&7&-1	-1	4&-1

# (continued)
no.	mol	LGR2 inh	PGC1a acetyl inh	EWS-Fli inh	Casp6 inh	miR122 inh	Cneo AK release	PAX8 reporter	FN deposition inh
61	Cc1ccc2nc(-c3cccnc3SCC(=O)N3c4ccccc4CC3C)[nH]c2c1 (configuration not stated)	12	10	-120	1	·	·	·	·
62	C[C@H]1CCCCO[C@H](CN(C)Cc2ccc3c(c2)OCO3)[C@@H](C)CN([C@@H](C)CO)C(=O)c2cc(NC(=O)Nc3cccc4ccccc34)ccc2O1	5	-17	25	·	-30[16.7 µM]	1	40	·
63	Cc1cc(NC(=O)c2cc(-c3cccs3)on2)nn1Cc1ccc(Cl)cc1	-1	11	·	·	-6	1	·	-5
64	CCc1ccc(Nc2nnc(SC3CCOC3=O)s2)cc1 (configuration not stated)	-1	·	·	·	1	·	1	1
65	CC(=O)N(C)C[C@@H]1Oc2cc(C#Cc3ccccc3)ccc2S(=O)(=O)N([C@@H](C)CO)C[C@H]1C	-3	3	8	1	0[16.7 µM]	39	·	·
66	COC(=O)c1cc(S(=O)(=O)N(C)C2CCCCC2)cn1C	17	-2	1	-1	7	3	-2	3
67	CCC(C)NC(=O)CNC(=S)N(Cc1ccccc1)Cc1cccnc1 (configuration not stated)	·	·	2	-4	-6	0	51	0
68	Cc1ccc(N/C(N)=N/c2nc(C)cc(C)n2)cc1	6	-4	·	·	-2	4	11	-4
